Apaf1 inhib – inhibitors of human Apaf-1 apoptosome | O14727 | reconstituted apoptosome caspase-3 activity, DEVD-Rh110 fluorescence | inhibition, % at 20 µM | 330,000 tested, 0.71% active; active means inhibition of at least 40% at 20 µM;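 further: plate controls were DMSO wells for no effect and DEVD-CHO caspase inhibitor wells for full effect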
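Material: reconstituted apoptosome with Apaf-1, cytochrome c, caspase-9, procaspase-3, dATP / Buffer or medium: pH 7.5 Hepes buffer with CHAPS, BSA, DTT / Also added: cytochrome c with DEVD-Rh110 / Schedule: compound with Apaf-1, dATP, procaspase-3 30 min, then 50 min reaction, room temperature / Technique: rhodamine 110 fluorescence at Ex 480/Em 540 nm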
SENP7 inh – inhibitors of human SENP7 protease; Q9BQF6; recombinant SENP7, Z-RLRGG-aminoluciferin luminescence, 40 min; inhibition, % at 5 µM; 330,000 tested, 1.5% active; AID 434973;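 active means inhibition above about 50% at the single test dose, limit read from the data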;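 further: plate controls were DMSO with enzyme for no effect and no enzyme buffer wells for full effect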
Target sequence (Q9BQF6 706-1050 limits assumed): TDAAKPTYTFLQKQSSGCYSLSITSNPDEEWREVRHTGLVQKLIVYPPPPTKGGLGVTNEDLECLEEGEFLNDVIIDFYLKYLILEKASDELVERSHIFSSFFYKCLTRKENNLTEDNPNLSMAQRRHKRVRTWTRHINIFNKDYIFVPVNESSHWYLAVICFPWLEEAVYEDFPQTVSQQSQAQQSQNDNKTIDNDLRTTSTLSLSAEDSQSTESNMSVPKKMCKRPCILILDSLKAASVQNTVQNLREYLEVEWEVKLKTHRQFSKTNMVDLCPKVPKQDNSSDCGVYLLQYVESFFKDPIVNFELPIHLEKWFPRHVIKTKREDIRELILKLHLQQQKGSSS
SENP8 block-1 – inhibitors of human SENP8 protease; AID 602440; inhibition, % at 20 µM; 360,000 tested, 0.64% active; Q96LD8; recombinant SENP8, Nedd8 substrate fluorescence; in the data active means inhibition mostly above about 40%, no sharp cut-off; inactive means mostly below about 27%
Target sequence (Q96LD8 whole entry, looked up): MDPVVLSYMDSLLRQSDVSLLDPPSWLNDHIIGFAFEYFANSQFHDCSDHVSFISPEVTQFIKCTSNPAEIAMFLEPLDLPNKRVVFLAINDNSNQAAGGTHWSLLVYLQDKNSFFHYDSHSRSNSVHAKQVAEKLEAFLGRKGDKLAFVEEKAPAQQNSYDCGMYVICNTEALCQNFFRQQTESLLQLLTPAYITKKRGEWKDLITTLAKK
APOBEC3G inh – inhibitors of human APOBEC3G DNA deaminase; Q9HC16; inhibition, % at 20 µM; recombinant A3G, ssDNA deamination FAM/TAMRA fluorescence; 330,000 tested, 0.28% active;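 active means inhibition of at least 40% at 20 µM, with no more than 30% in the related APOBEC3A deaminase screen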;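 further: plate controls were DMSO wells with A3G for no effect and wells lacking A3G enzyme for full effect; some compounds called inactive have numbers as strong as hits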
UBC13 polyUb – human UBC13 polyubiquitination inhibition | 330,000 tested, 0.47% active | P61088 | UBC13 polyubiquitin chain formation, TR-FRET | inhibition, % at 20 µM | AID 485273; in the data active means inhibition above about 45%, passing the limit was not always enough
Target sequence (P61088 whole entry, looked up): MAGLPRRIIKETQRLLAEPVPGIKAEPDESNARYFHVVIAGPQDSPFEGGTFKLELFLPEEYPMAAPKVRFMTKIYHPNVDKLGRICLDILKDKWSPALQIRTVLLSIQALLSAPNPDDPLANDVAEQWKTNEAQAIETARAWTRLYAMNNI
SENP8 block-2 – SENP8 protease inhibition | 330,000 tested, 1.2% active | AID 2540 | inhibition, % at 10 µM | Q96LD8 | purified SENP8, Z-RLRGG-aminoluciferin cleavage, luminescence; in the data active means inhibition above about 50%
SENP1 inh – blocks the human SENP1 SUMO protease catalytic domain | Q9P0U3 | recombinant SENP1 catalytic domain, CyPet-SUMO1-YPet FRET cleavage | inhibition, % at 10 µM | 360,000 tested, 0.21% active | AID 624204;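 active means inhibition at least 30% at 10 µM, raw YFP signal under a set limit, fluorescence ratio 0.5 to 1.5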;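 further: 0% = enzyme with DMSO and 100% = no enzyme wells; some results filed as inactive read as strong as hits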
Target sequence (Q9P0U3 419-644 limits assumed): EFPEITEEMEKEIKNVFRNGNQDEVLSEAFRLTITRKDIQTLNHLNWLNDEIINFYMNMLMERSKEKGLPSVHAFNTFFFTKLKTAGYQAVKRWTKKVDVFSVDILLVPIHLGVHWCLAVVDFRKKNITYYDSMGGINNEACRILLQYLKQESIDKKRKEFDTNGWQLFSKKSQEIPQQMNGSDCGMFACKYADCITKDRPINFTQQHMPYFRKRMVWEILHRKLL
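Assay system: hSENP1 catalytic domain, recombinant. Amount: SENP1 enzyme, 20 pM final. Schedule: 50 min reaction, RT, dark. Technique: FRET, CFP and YFP emission. Control set: no-enzyme wells low, DMSO-plus-enzyme wells high control.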
SENP6 inh – SENP6 protease inhibition. inhibition, % at 10 µM. Q9GZR1. 330,000 tested, 1.8% active. AID 2599. Recombinant SENP6 catalytic domain, aminoluciferin luminescence;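 active means inhibition above about 50% at the single tested dose, limit read from the data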;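 further: plate controls were DMSO wells with enzyme for no effect and DMSO wells lacking enzyme for full effect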
The depositor's hits bear a star; x = no result given.

Sequence of screens – Apaf1 inhib, SENP7 inh, SENP8 block-1, APOBEC3G inh, UBC13 polyUb, SENP8 block-2, SENP1 inh, SENP6 inh
O=C(Cn1c(=O)n(CC(=O)N2CCCCC2)c(=O)c2sccc21)NCc1ccccc1
  -11.6, -2.0, 1.8, -7.1, 0.1, 4.5, 0.4, 0.9
Cc1ccc(S(=O)(=O)N2CCCCC2C(=O)NCc2ccco2)cc1 (stereo unspecified)
  13.5, -7.8, 0.0, -3.5, -9.8, -3.1, -5.0, -12.1
COc1ccc(N(C(C)=O)c2nc3ccccc3[nH]2)cc1
  4.4, -3.8, 4.3, -1.5, -0.6, -7.5, 0.5, 1.1
CN1C(=O)NC(NC(=O)c2ccco2)(C(F)(F)F)C1=O (stereo unspecified)
  -2.3, -7.5, 8.4, -5.6, 6.9, -3.0, 1.9, -15.9
NNC(=O)c1ccc(COc2ccc3c(c2)CCC3)o1
  10.7, -15.8, 4.6, -5.8, -8.0, -8.5, -0.6, -14.2
Cc1cc(C)nc(N2CCC(C(=O)NCCc3ccc(Cl)cc3)CC2)n1
  -4.2, -3.7, -23.2, -9.5, 5.8, -6.2, 2.1, -20.0
CCOc1ccccc1NC(=O)COc1coc(CN2CCc3ccccc32)cc1=O
  17.1, 1.4, 8.5, -4.7, -8.8, -1.0, -1.1, -0.6
COc1ccc(C2Nc3ccccc3C(=O)N2Cc2ccco2)cc1COc1ccc(F)cc1 (stereo unspecified)
  13.6, -3.5, -304.2, 0.9, 18.2, 3.5, -0.2, 4.7
COc1ccc(-c2ccccc2[C@H]2[C@@H]3C=CC[C@@H](C)[C@@H]3C(=O)N2Cc2ccccc2)cc1
  25.9, 6.3, -2.0, 5.0, x, x, -0.4, x
COc1ccc(NC(=O)CN2C(=O)COc3ccc(C)cc32)c(OC)c1
  2.7, 0.1, 18.6, -10.1, -2.1, 9.4, 0.9, 4.0
Cc1onc(-c2c(F)cccc2Cl)c1C(=O)c1ccccc1
  -0.9, 0.8, 10.9, -2.9, 1.8, -9.4, 5.1, -21.2
COc1ccc(C2=NOC(C)(c3nnc(-c4ccccc4)o3)C2)cc1 (stereo unspecified)
  4.1, -2.7, 11.2, -6.9, -4.2, 9.2, 3.2, 3.4
COc1ccc2c(c1)C(C)=CC(C)(C)N2S(=O)(=O)c1ccc(C)cc1
  14.5, 4.4, 2.1, -6.4, 7.0, 1.9, -1.8, -2.9
O=C(c1c[nH]c(C(=O)C(Cl)(Cl)Cl)c1)c1ccc(F)cc1F
  0.6, 9.8, 17.1, -3.5, 4.3, 2.1, 3.5, -33.9
Cc1ccc(C(=O)N/C(=C\c2sccc2C)C(=O)NCc2ccco2)cc1
  -1.9, 3.0, 13.3, -2.9, -1.4, 8.9, -1.4, -0.2
COCCNC(=O)COc1ccc(C)cc1C
  -13.2, 2.6, 13.0, -9.3, 8.0, 7.2, 3.6, 4.7
COc1ccc(NC(=S)NC23CN4CN(CN(C4)C2)C3)c(OC)c1
  8.8, -5.9, 14.3, -8.1, -9.7, -12.5, -0.7, -19.9
O=C(N/N=C/c1ccccn1)c1cc([N+](=O)[O-])cc([N+](=O)[O-])c1
  6.1, -7.2, 12.5, -5.4, -23.3, -7.2, -0.8, -6.8
O=C(COC(=O)CCCN=C1NS(=O)(=O)c2ccccc21)NNC(=O)c1ccccc1
  3.1, 1.1, 2.4, -1.3, -2.9, 8.2, 1.2, 5.4
COC(=O)c1cc(NC(=O)C(C)c2ccc(CC(C)C)cc2)ccc1O (stereo unspecified)
  26.7, -3.3, -163.0, -6.1, -0.3, -15.2, 1.9, -27.4
Cc1ccc(-c2ccc(/C=N/n3cnnc3)o2)cc1Cl
  16.2, -9.7, -168.2, -8.9, -9.8, -9.2, -1.1, -16.9
O=[N+]([O-])c1ccc(/C=N\N2CCN(c3ccc(Cl)cc3)CC2)cc1
  1.4, 2.0, 24.9, -7.1, -17.1, 3.2, 3.0, -1.4
C=CCc1ccc(OC)c(OC)c1
  -0.5, -5.3, 51.9*, 3.9, -0.7, 1.3, 5.8, -6.5
CC1CN(C(=O)COC(=O)c2nn(-c3ccccc3)c(=O)c3ccccc23)CC(C)O1 (stereo unspecified)
  -0.9, 8.6, -7.8, 1.1, 1.1, 3.0, 1.7, -7.8
CCOC(=O)Cc1csc(NC(=O)Cc2cccs2)n1
  17.4, 3.3, 3.8, 5.2, 0.6, 7.9, 1.8, -8.2
CCOc1ccc(-n2c(SCC(=O)OC)nc3sc4c(c3c2=O)CCN(C)C4)cc1
  12.9, 2.6, -165.7, -3.7, 7.9, 7.9, -72.8, -2.9
NS(=O)(=O)c1ccc(N2CCOCC2)c(C(=O)NCc2cccs2)c1
  -7.1, -11.0, 12.6, -2.8, 17.7, 2.6, -2.5, -1.5
CCOC(=O)Cc1csc(SCC(=O)Nc2ccc3[nH]c(=O)[nH]c3c2)n1
  -7.6, -6.5, 12.6, -5.6, 1.2, 3.7, -3.4, -6.1
CCOC(=O)c1sc(NC(=O)CN2C(=O)C3CC=CCC3C2=O)nc1C (stereo unspecified)
  -4.8, -0.1, 2.2, 0.4, 2.0, 4.6, 0.9, 21.2
CCOc1ccccc1NC(=O)CSc1ccc(-c2ccco2)nn1
  12.2, -0.7, 6.2, -4.1, 12.5, -0.6, 1.5, 3.9
N#Cc1ccc(CN(c2ccncc2)S(=O)(=O)c2ccccc2)cc1
  2.6, 0.1, 9.4, -9.6, 6.8, 8.7, -1.0, -0.1
CSc1nc(C)c2c(n1)N(c1ccc(F)cc1)CC2
  13.1, 2.1, -62.8, 8.3, 3.1, -0.1, 1.5, -1.6
O=S(=O)(Nc1ccc2c(c1)OCCO2)c1cccc2cccnc12
  -14.4, 5.4, 18.8, -7.2, 2.2, -4.1, -3.0, 0.4
CSCC[C@H](NC(=O)N1CCn2c1nc1ccccc12)C(=O)NC1CCCCC1
  -7.6, 1.7, -0.2, -8.1, 5.7, 3.2, 0.3, -2.5
O=C(Nc1ccc(-c2ccc3nncn3n2)cc1)C1CCCCC1
  -8.1, -5.1, -471.5, -1.6, 3.0, -8.4, -1.4, -18.8
COc1cccc(CCNC(=O)CCc2nnc(Cc3cc(OC)ccc3OC)o2)c1
  5.0, 12.8, 12.0, -3.7, -2.1, -12.6, 1.2, 10.3
COc1ccc(Cl)cc1NC(=O)COC(=O)Cc1cccs1
  7.5, 7.5, -54.0, -7.3, 15.1, -16.8, 2.4, -27.3
Cc1nn(Cc2ccc([N+](=O)[O-])cc2)c(=O)n1N(C)c1ncc(C(F)(F)F)cc1Cl
  6.5, 5.2, -6.1, -5.5, 5.1, -9.3, -103.3, 8.1
Cc1[nH]nc2c1C(C1CC=CCC1)C(C#N)=C(N)O2 (stereo unspecified)
  8.2, -8.0, -0.8, -8.0, 5.9, -1.0, 3.3, -16.7
Cc1nc(NC(=S)Nc2ccccc2)sc1C
  10.9, -3.7, 11.0, -1.9, 19.8, -8.4, 1.3, 25.3
CC(=O)NC1=C(Nc2ccc(N(C)C)cc2)C(=O)c2ccccc2C1=O
  23.8, 4.8, 44.3*, 0.8, -212.5, 13.8, 3.1, 37.6
CCc1ccc(C(=O)Nc2cc(C)on2)o1
  -1.7, 4.4, 7.9, -2.7, 1.5, -2.9, 0.5, -9.5
CN1C2CCC1CC(NS(=O)(=O)c1ccc(C#N)cc1)C2 (stereo unspecified)
  1.8, 8.3, 5.3, -2.8, -4.0, -2.9, 1.4, 10.0
O=C(CCC(=O)Nc1ccc(Cl)cc1Cl)NNC(=O)Nc1ccccc1
  -1.5, 2.6, -9.2, -3.2, -1.2, 2.6, 2.8, -14.2
CCC1CCCCN1CCCNC(=O)CSc1nc2nc(C)c(Cc3ccccc3Cl)c(C)n2n1 (stereo unspecified)
  10.3, -8.5, 17.0, -3.1, 11.0, 10.5, 0.6, 13.4
CC(C)(C)c1ccc(C(=O)N2CCC(C(=O)NCc3ccco3)CC2)cc1
  4.0, 6.3, 10.1, -6.2, 9.9, 0.1, -2.6, -11.6
Cn1nc(-c2ccc(OCC(=O)Nc3cccnc3)cc2)c2ccccc2c1=O
  8.7, 10.6, 13.7, 3.0, -9.2, 0.3, -0.2, 3.8
CN(C)CCNC(=O)c1cccc(NS(=O)(=O)c2ccc(Cl)c(Cl)c2)c1
  23.5, -8.0, 22.8, -0.5, -7.9, -0.7, -0.7, 0.2
Cc1cccc(CN2C(=O)c3ccccc3Sc3ccc(C(=O)O)cc32)c1
  -52.8, 6.9, 4.5, 0.6, -2.8, -4.6, 1.3, -4.6
CN(C)S(=O)(=O)c1cccc(NC(=S)NCc2ccco2)c1
  4.9, -5.1, 9.4, -5.3, -3.8, -3.6, -1.4, -17.2
Brc1ccccc1C1N=C(c2ccccc2)NO1 (stereo unspecified)
  10.4, -5.1, -53.0, -6.8, -4.7, 11.8, 2.6, 38.9
Cc1c(Cl)c([N+](=O)[O-])nn1CC(=O)NCCCN1CCOCC1
  -6.6, 10.7, 7.6, -0.7, 1.7, 0.3, 2.5, -13.8
COc1ccccc1CNC(=O)CSc1nc(N)c(C#N)c(-c2cccs2)c1C#N
  9.6, -4.4, -175.4, -2.2, 12.8, -0.3, 0.1, 0.2
COC(=O)c1ccsc1NC(=O)CN1C(=O)CCC1=O
  0.1, 3.8, -10.5, -4.2, -6.4, -4.3, 1.3, -6.8
C=CCNC(=O)C(=O)Nc1cc2c3c(c1)CCC(=O)N3CCC2
  6.1, 5.0, 2.6, 4.6, -8.5, 8.8, 0.9, -4.9
Cc1ccc(C(=O)N2C(=S)C(c3ccc(F)cc3)=NC23CCN(C)CC3)cc1
  -7.9, -0.3, 66.0*, -11.9, -6.6, -18.4, 4.1, -5.7
O=C1CN(C(=O)c2cc3ccccc3o2)c2ccccc2N1
  -2.7, 5.3, -7.3, -2.0, -5.1, 6.1, -0.4, 6.7
O=C1CCCN1C(=O)CSc1ncnc2sccc12
  -8.6, -7.3, -13.8, -9.7, 3.0, 5.5, -13.6, -13.1

Limited to SENP8 block-2, SENP6 inh and UBC13 polyUb (2 entries from above):
SMILES | SENP8 block-2 | SENP6 inh | UBC13 polyUb
O=S(=O)(Nc1ccc2c(c1)OCCO2)c1cccc2cccnc12 | -4.1 | 0.4 | 2.2
CSCC[C@H](NC(=O)N1CCn2c1nc1ccccc12)C(=O)NC1CCCCC1 | 3.2 | -2.5 | 5.7
